NS5 inhibitors – flavivirus cap methylation enzyme inhibition – biochemical, confirmation dose response, primary screen (AID 588689); Dengue-2 NS5 methyltransferase capping enzyme assay, biochemical; higher % means a stronger effect; one-dose inhibition, % at 25 µM; IC50 in µM for titrated hits; 0.3% of 340,000 active; in the data active means a potency from the dose series; inconclusive means inhibition above about 29% without an active follow-up result
West Nile virus CPE – inhibition of WNV-induced cytopathic effect – cell-based, CPE readout (AID 1621); West Nile virus-infected cells, CPE inhibition; higher % means a stronger effect; CPE inhibition, % at 10 µM; hits with a dose series show IC50 in µM; 0.02% of 290,000 active; in the data active means a potency from the dose series; inconclusive means CPE inhibition mostly from about 3.7% at the one dose, without a potency; inactive means the rest, 99 in 100 with CPE inhibition below about 2.2%; further: strong numbers were not always called active
RSV antiviral HEp-2 – RSV antiviral activity via CPE protection, HEp-2 cells, primary 10 µM value included (AID 2391); HEp-2 cells, RSV-induced CPE inhibition; higher % means a stronger effect; one-dose CPE inhibition, % at 10 µM; IC50 in µM for titrated hits; 0.13% of 310,000 active; in the data active means a potency from the dose series; inconclusive means CPE inhibition mostly from about 23% at the one dose, without a potency; inactive means the rest, 99 in 100 with CPE inhibition below about 21%; further: strong numbers were not always called active
NTR1 agonist – NTR1-driven beta-arrestin-GFP spot formation – imaging, U2OS cells, high content, primary screen (AID 493036); 0.17% of 330,000 active; P30989; agonist mode; activation, % at 20 µM;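 active means activation at or above 40% of the spot to cytoplasm intensity ratio, with at least 20 cells analyzed; inconclusive means wells under 20 cells, flagged as cytotoxic or low count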;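 further: 0% = DMSO without peptide and 100% = 100 nM NTR1 peptide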
Target sequence (P30989 whole entry, looked up): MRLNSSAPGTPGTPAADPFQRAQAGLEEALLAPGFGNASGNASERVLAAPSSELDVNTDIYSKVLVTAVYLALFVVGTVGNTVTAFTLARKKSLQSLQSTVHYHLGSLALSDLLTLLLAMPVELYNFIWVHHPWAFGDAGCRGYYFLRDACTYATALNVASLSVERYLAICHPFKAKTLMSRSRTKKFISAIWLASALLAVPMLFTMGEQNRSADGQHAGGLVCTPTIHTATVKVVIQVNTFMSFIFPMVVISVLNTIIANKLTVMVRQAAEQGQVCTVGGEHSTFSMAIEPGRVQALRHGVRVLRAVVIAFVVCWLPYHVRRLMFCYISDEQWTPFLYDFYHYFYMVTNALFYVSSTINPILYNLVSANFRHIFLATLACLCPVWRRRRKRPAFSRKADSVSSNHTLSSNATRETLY
AID2073 – disruptors of CaV2.2 binding to Mint1 – biochemical, HTRF (AID 2073); inhibition, % at 20 µM; hits with a dose series show IC50 in µM; 0.19% of 290,000 active; HTRF protein-protein interaction, Mint1-CaV2.2; higher % means a stronger effect; in the data active means inhibition mostly above about 51%, no sharp cut-off; inconclusive means no clear call, values can overlap the other calls; inactive means mostly below about 53%; further: some results filed as inactive read as strong as hits
MgcRacGAP inhibition – MgcRacGAP GTPase-activating activity inhibitors, confirmation, biochemical, ADP Hunter fluorescence; inhibition, % at 30 µM; hits with a dose series show IC50 in µM; AID 624330; MgcRacGAP-stimulated Rac1 GTP hydrolysis, ADP Hunter fluorescence; higher % means a stronger effect; GST-tagged Rac1 F28L mutant substrate; 0.6% of 340,000 active;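 active means first-screen hits whose inhibition reached a set limit at any dose in the follow-up dose series; inconclusive means inhibition above the set first-screen limit but never retested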;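 further: fluorescence reports GDP produced by GAP-driven GTP hydrolysis; strong numbers were not always called active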
Large T inhibition – TAg ATPase/helicase activity blockers – biochemical (AID 1903); SV40 large T antigen ATPase/helicase inhibition assay; higher % means a stronger effect; inhibition, % at 20 µM, or IC50 in µM where a hit was titrated; 0.39% of 310,000 active; in the data active means a potency from the dose series; inconclusive means inhibition mostly from about 32% at the one dose, without a potency; inactive means the rest, 99 in 100 with inhibition below about 32%; further: strong numbers were not always called active
K1F lysis inhibition – inhibition of K1F phage lysis, E. coli UTI89, bacterial capsule biogenesis inhibitors, alamar blue (AID 488966); E. coli UTI89 K1F phage lysis, alamar blue, 2 h; higher % means a stronger effect; inhibition, % at 100 µM, or IC50 in µM where a hit was titrated; 0.02% of 340,000 active;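 active means phage lysis inhibition, versus mean bacterial control, above a set limit; inconclusive means no clear call, values can overlap the other calls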;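 further: capsule biogenesis inhibitors block K1F phage lysis so surviving cells raise fluorescence; higher fluorescence means more inhibition of phage lysis; actives were called in the ten point dose series up to 300 µM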
SIAH1 antagonists – Siah-1 peptide-binding antagonists, primary screen, biochemical, fluorescence polarization, rhodamine-plectin, uHTS (AID 1817); Siah-1 / rhodamine-plectin peptide fluorescence polarization; higher % means a stronger effect; displacement, % at 20 µM, or IC50 in µM where a hit was titrated; 0.02% of 290,000 active;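 active means displacement of at least 50% at 20 µM, with a fluorescence ratio check between 0.3 and a set limit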;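 further: plate controls were Siah plus tracer with DMSO for no effect and tracer alone without Siah for full effect; strong numbers were not always called active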
NTR1 agonist cell count 20 µM – further read-out of NTR1 agonist, marked with its call; cell count; measured here: cell count, cytotoxicity flag
NS5 inhibitors pilot replicate – second read-out of NS5 inhibitors, no call of its own (marks repeat the call); inhibition, %; measured here: pilot screen replicate inhibition
* = called active by the depositor; ? = inconclusive; . = no result given; [ ] = dose if it differs, or a comment.

SMILES	NS5 inhibitors	West Nile virus CPE	RSV antiviral HEp-2	NTR1 agonist	NTR1 agonist cell count 20 µM	AID2073	MgcRacGAP inhibition	Large T inhibition	K1F lysis inhibition	SIAH1 antagonists	others
CCOc1ccc(C(=O)Nc2cccc(-c3cc4ccccc4oc3=O)c2)cc1[N+](=O)[O-]	-4%	-0.1%	21%	0.7	44	16%	6%	7%	4.3%	6%
O=C(CN1CCOCC1)NCCNC(=O)CN1CCOCC1	-1%	-0.2%	0.4%	1.5	79	-3%	0%	11%	0.2%	1%
CN(C)C(=O)N1CCN(C(=O)N(C)C)CC1	1%	1.0%	1.6%	5.5	69	12%	4%	7%	0.7%	1%
O=C1CCN(C(=O)Nc2ccccc2)N1	-12%	-0.3%	1.2%	0.4	82	-5%	2%	28%	0.6%	3%
COc1ccc(NC(=O)NCCN2CCN(c3cc(OC)ccc3OC)CC2)cc1	3%	-0.6%	0.6%	-0.5	73	-1%	15%	13%	0.3%	9%
CCn1cc(CN2CCC(n3nccc3NC(=O)C3CCCC3)CC2)cn1	-11%	0.0%	0.3%	-0.8	66	-4%	6%	8%	0.2%	3%
CC1Cc2cc(/C=C3/SC(=S)N(C)C3=O)ccc2O1 (stereo not drawn)	.	-0.3%	3.9%	1.2	39	?	.	1%	.	6%
Cc1noc(/C=C/N(C)C)c1S(=O)(=O)N1CCCC(C(=O)NCc2ccco2)C1 (stereo not drawn)	2%	-0.1%	2.7%	1.2	93	26%	7%	10%	-0.7%	-2%
COc1ccc(-c2nc(N)nc(C)c2-c2ccc(Cl)cc2)c(O)c1	-4%	-0.5%	5.8%	12	83	5%	8%	-1%	0.0%	-4%
N#Cc1cc(-c2ccccc2)oc1/N=C/c1ccccc1O	-19%	-0.4%	4.2%	-0.7	71	3%	18%	7%	0.6%	-6%
O=C(Cn1ncc(Cl)c(Cl)c1=O)NC(=O)NC1CCCCC1	0%	.	.	15	52	.	13%	.	0.1%	.
Cc1nnc(N2CCCC(C(=O)Nc3cc(F)ccc3F)C2)c2nn(-c3ccccc3)c(C)c12 (stereo not drawn)	-1%	0.2%	1.1%	35	53	20%	7%	14%	2.5%	14%
CN(C(=O)COC(=O)c1cccnc1Cl)C1CCCCC1	-11%	.	.	2.0	59	.	0%	.	0.0%	.
O=C(CNCC1CCCO1)N1CCN(S(=O)(=O)c2ccc3ccccc3c2)CC1 (stereo not drawn)	-1%	-0.4%	2.2%	2.7	50	4%	19%	11%	-0.2%	6%
CCOc1ccc(C(=O)N[C@H](C(=O)Nc2cccc(S(=O)(=O)N3CCOCC3)c2)C(C)C)cc1	-4%	.	.	-1.3	51	.	10%	.	0.7%[50 µM]	.
COc1ccc(CNCC(O)COc2cccc3c2OC(C)(C)C3)cc1 (stereo not drawn)	-2%	-1.4%	?	2.6	70	4%	-9%	23%	0.3%	17%
COc1cc(C(=O)OCc2cccc(OC)c2OC)ccc1OCC(=O)N1CCOCC1	-13%	.	2.3%	-2.2	93	.	4%	.	0.4%[50 µM]	.
COc1cc(NC(=O)CCCC(=O)OCC(F)(F)C(F)F)nc(OC)n1	-9%	-0.1%	1.1%	0.2	67	-7%	1%	4%	1.1%	-3%
CCOc1ccc(/C=C(\C#N)C(=O)c2c(C)[nH]c3ccccc23)cc1OC	1%	0.2%	2.3%	13	39	-6%	4%	14%	0.7%[50 µM]	0%
O=C(NCc1ccccn1)C1CCCCC1	-12%	0.2%	-0.1%	-0.2	23	-1%	7%	-8%	0.0%	0%
CCn1c(Cl)c(C=O)s/c1=N\S(=O)(=O)c1ccccc1	-66%	0.1%	12%	-2.0	39	-68%	-1%	36%	-1.7%[50 µM]	-9%
COC(=O)CCc1nc2ccccc2nc1OC	-4%	0.1%	1.7%	-1.9	52	12%	3%	1%	1.0%	-4%
CCO[C@@H]1OC(C(=O)N2CCN(Cc3ccc4c(c3)OCO4)CC2)=C[C@H](C2CC2)[C@H]1CCCO	-7%	-0.4%	0.7%	-1.7	90	6%	10%	7%	1.9%	-2%
COC(=O)[C@]1(Cc2ccccc2)N[C@H](CN(C)C(=O)C2CCCCC2)[C@@H]2C(=O)N(C)C(=O)[C@@H]21	-6%	.	.	3.1	55	.	5%	.	-0.2%	.	NS5 inhibitors pilot replicate=-3.3
S=c1[nH]nc(COc2ccccc2)n1C1CCCCC1	.	0.2%	1.1%	0.8	47	-27%	-4%	7%	-0.4%	4%
O=C(CSc1ccc(Cl)cc1)Nc1ccc(N2CCN(C(=O)c3ccc(Cl)cc3)CC2)cc1	0%	-0.1%	5.4%	1.8	39	12%	6%	4%	?	4%
COCC1CCCCN1C(=O)C1CCN(c2nc(-c3ccccc3)nc3c2CCC3)CC1 (stereo not drawn)	-11%	1.0%	3.6%	0.4	53	-5%	6%	8%	-0.3%	2%
O=C(N/N=C/C(Br)=C/c1ccccc1)c1cc(-c2ccco2)[nH]n1	-1%	-0.7%	-0.3%	6.7	60	17%	26%	20%	0.3%	14%
CC(C)OC(=O)c1nnc(Cc2ccc(Cl)cc2)o1	1%	.	2.6%	-1.8	50	4%	-7%	0%	-0.3%	-3%
Cc1oc(-c2ccc(Cl)cc2)nc1CN1CCCC(C(=O)NCc2ccco2)C1 (stereo not drawn)	-6%	0.0%	17%	1.7	81	2%	1%	13%	0.1%	4%
O=C(CN1CCNCC1)NCCSc1ccc(Cl)cc1	-8%	-0.1%	0.3%	-0.5	88	36%	9%	2%	0.1%	-6%
COc1cc(SC#N)ccc1N=Cc1c(C)[nH]n(-c2cccc3ccccc23)c1=O	.	0.4%	-0.3%	5.6	22	20%	.	14µM*	.	-6%
Cc1ccc(NC(=O)CC2S/C(=N/N=C/c3c[nH]c4ccccc34)NC2=O)cc1 (stereo not drawn)	-10%	0.1%	2.4%	5.8	47	26%	9%	12%	2.3%[50 µM]	6%
C=CCn1c(C)cc(-c2csc(NC)n2)c1C	?	-0.3%	.	.	.	42%	15%	14%	0.1%	10%
COc1ccc(N(C(C)=O)S(=O)(=O)c2cccs2)cc1	0%	0.4%	0.2%	-1.0	52	36%	-11%	-1%	-1.6%	8%
Cc1cccc(C)c1NC(=O)N1CCCC1C(=O)Nc1ccc(-n2cnnn2)cc1 (stereo not drawn)	-4%	-0.4%	1.0%	3.0	62	9%	-1%	0%	2.2%	5%
CCOc1ccc(NC(=O)CSc2ccc(-c3ccco3)nn2)cc1	4%	-0.2%	1.3%	0.3	55	?	8%	27%	0.1%	-5%
CCC1S/C(=C(\C#N)C(N)=O)N(c2ccc(F)cc2)C1=O (stereo not drawn)	5%	0.1%	1.0%	-0.2	64	-2%	-3%	0%	0.3%	1%
Cc1ccc(C(=O)N2CCN(c3cnn(C)c(=O)c3Cl)CC2)cc1	-4%	0.2%	0.5%	0.5	94	4%	5%	5%	0.7%	4%
COc1cc(C2OCC3C(c4ccc(OC5OC(CO)C(O)C(O)C5O)c(OC)c4)OCC23)ccc1O (stereo not drawn)	-7%	-0.4%	1.5%	-0.3	90	6%	15%	21µM*	1.6%	-2%
O=C(CSc1ccc(Cl)cc1)NCc1ccco1	1%	0.6%	-0.2%	1.0	36	1%	3%	15%	0.3%	4%
COc1ccc(CCNC(=O)Cn2c(=O)n(Cc3ccco3)c(=O)c3ccc(Cl)cc32)cc1OC	-2%	0.0%	.	.	.	26%	5%	-2%	-0.3%	-3%
CC(=C1C(=O)c2ccccc2C1=O)N1CCN(C/C=C/c2ccccc2)CC1	4%	0.6%	-0.4%	7.2	90	7%	10%	14%	0.4%	2%
Cc1ccc(/C=N/Nc2nnc(Cc3ccccc3)c(=O)[nH]2)o1	10%	-0.9%	0.4%	0.2	79	-3%	4%	4%	-0.3%	10%
COc1cc2c(c(O)c1OC)C(=O)C(OC)CCC2 (stereo not drawn)	-1%	0.5%	0.8%	0.3	47	7%	10%	3%	0.5%	1%

3 records drawn at random from the list so far, as already listed:
SMILES	NS5 inhibitors	West Nile virus CPE	RSV antiviral HEp-2	NTR1 agonist	NTR1 agonist cell count 20 µM	AID2073	MgcRacGAP inhibition	Large T inhibition	K1F lysis inhibition	SIAH1 antagonists	others
COc1cc(SC#N)ccc1N=Cc1c(C)[nH]n(-c2cccc3ccccc23)c1=O	.	0.4%	-0.3%	5.6	22	20%	.	14µM*	.	-6%
Cc1ccc(C(=O)N2CCN(c3cnn(C)c(=O)c3Cl)CC2)cc1	-4%	0.2%	0.5%	0.5	94	4%	5%	5%	0.7%	4%
Cc1ccc(NC(=O)CC2S/C(=N/N=C/c3c[nH]c4ccccc34)NC2=O)cc1 (stereo not drawn)	-10%	0.1%	2.4%	5.8	47	26%	9%	12%	2.3%[50 µM]	6%

(next part)
SMILES	NS5 inhibitors	West Nile virus CPE	RSV antiviral HEp-2	NTR1 agonist	NTR1 agonist cell count 20 µM	AID2073	MgcRacGAP inhibition	Large T inhibition	K1F lysis inhibition	SIAH1 antagonists	others
Cc1cccc2cc(CN(CC3CCCO3)C(=O)c3ccncc3)c(=O)[nH]c12 (stereo not drawn)	-3%	0.4%	3.4%	0.8	83	3%	10%	21%	0.0%	4%
O=C(NC1CCCCCC1)C(=S)N1CCCC1	4%	-0.5%	-0.1%	-0.8	73	5%	4%	77%	0.1%	14%
Cc1c(C(=O)NCC2CCCO2)sc2nc(-c3ccccc3)cn12 (stereo not drawn)	-4%	0.5%	1.2%	-2.0	91	-12%	8%	7%	-0.3%	-4%
O=C(N1CCOCC1)N1CCN(S(=O)(=O)c2ccc(Cl)cc2)C1	-2%	-0.2%	1.0%	-0.4	35	11%	6%	-6%	0.0%	-1%
CCCCc1c(O)nc2n(c1=O)CCS2	0%	0.9%	-0.2%	-1.8	60	-3%	7%	15%	5.7%	0%
O=C1OC(=O)c2c(Br)c(Br)c(Br)c(Br)c21	3%	.	0.7%	0.7	71	.	10%	.	-0.9%	.
CCOC(=O)C1CCCN(c2c(NCCN(C)Cc3ccccc3)c(=O)c2=O)C1 (stereo not drawn)	0%	0.3%	0.9%	-1.7	91	8%	-3%	-1%	0.3%	1%
O=C(CN1CCCC1)Nc1ccc(F)c(Cl)c1	-1%	-0.5%	0.3%	-0.2	55	-6%	23%	7%	0.2%	12%
COCCCNC(=O)c1cc2c(=O)n3cccc(C)c3nc2n(C(C)C)c1=N	0%	0.1%	0.7%	-1.9	86	27%	13%	-3%	1.1%	-1%
CCCCCn1c(=O)c2ccccc2n2c(=S)[nH]nc12	-18%	-0.6%	2.4%	0.5	86	-42%	?	17µM*	0.1%	5%
CCOC(=O)c1cc(-c2csc(COc3ccc(Cl)cc3)n2)on1	-1%	0.3%	1.9%	-1.4	66	5%	3%	4%	-1.4%	-1%
O=C(Nc1ccccc1)c1ccc(=O)[nH]n1	1%	-0.1%	2.7%	0.1	44	-6%	11%	1%	0.4%	4%
